Pol eta inh: DNA polymerase eta (human) inhibition. Q9Y253. actives 1.2% (n = 390,000). Potency, µM (top dose mostly 114 µM), inactives show at the top dose activity change, negative = inhibition, hits mostly inhibitors. recombinant Pol eta, fluorescent DNA replication assay; also: potency is read from the fitted curve at half-maximal effect
Target sequence (Q9Y253 whole entry, looked up): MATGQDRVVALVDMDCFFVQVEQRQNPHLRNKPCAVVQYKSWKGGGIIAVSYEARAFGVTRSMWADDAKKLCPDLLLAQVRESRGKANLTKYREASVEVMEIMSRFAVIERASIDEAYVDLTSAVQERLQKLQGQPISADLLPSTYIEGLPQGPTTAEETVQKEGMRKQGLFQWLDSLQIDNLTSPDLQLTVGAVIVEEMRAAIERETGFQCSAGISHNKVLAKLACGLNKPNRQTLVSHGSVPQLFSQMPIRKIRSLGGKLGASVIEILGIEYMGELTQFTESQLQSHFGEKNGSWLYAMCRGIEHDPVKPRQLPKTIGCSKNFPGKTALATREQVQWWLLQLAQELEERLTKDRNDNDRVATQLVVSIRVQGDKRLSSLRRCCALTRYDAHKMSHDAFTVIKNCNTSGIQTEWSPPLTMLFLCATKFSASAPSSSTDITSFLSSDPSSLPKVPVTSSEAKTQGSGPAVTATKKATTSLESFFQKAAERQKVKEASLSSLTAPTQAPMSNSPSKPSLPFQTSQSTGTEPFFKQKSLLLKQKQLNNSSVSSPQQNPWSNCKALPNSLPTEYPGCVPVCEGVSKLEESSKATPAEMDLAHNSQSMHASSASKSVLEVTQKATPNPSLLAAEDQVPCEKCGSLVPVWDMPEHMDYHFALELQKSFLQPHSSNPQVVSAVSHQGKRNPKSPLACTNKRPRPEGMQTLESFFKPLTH
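Fluorescent replication assay: 50 nM final substrate added after a 15 min room-temperature compound preincubation with 10 nM enzyme. Signal taken at 0 min and again at 10 min.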
RXFP1 antag: blocks the human relaxin receptor RXFP1 | HEK293-RXFP1, relaxin-stimulated cAMP HTRF, 30 min; stronger effect = lower value | activity change, negative = inhibition, % at 57.5 µM | actives 0.59% (n = 350,000) | AID 1259400;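 active = activity change of -60% or lower, but not beyond a set lower limit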
PGK inhibitor: inhibitors of T. brucei phosphoglycerate kinase | Potency, µM (highest dose often 57.5 µM), inactives show at the top dose activity change, negative = inhibition, actives largely listed as inhibitors | PGK/GAPDH coupled, Kinase-Glo luminescence, 60 min | actives 0.043% (n = 380,000) | AID 602233; also: potency is read from the fitted curve at half-maximal effect; nearly all actives have a fitted effect of over 60% in size
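Luminescent ATP detection (Kinase-Glo Plus) follows a 60-minute room-temperature incubation, with wells lacking PGK as controls. Buffer: 100 mM TEA (pH 7.6), 5 mM MgCl2, 0.01% Tween-20. Coupling enzyme GAPDH (100 nM final) supplies unstable 1,3-BPG in-well.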
* hit, by the source's call; i = inactive. Unless noted, calls follow the shape of the dose curve; as a rule, active = well fitted curve in the direction sought with a large enough effect; inconclusive = small, poorly fitted or top-dose-only effect, or another doubt; inactive = no such curve, though single readings can be large; an effect the other way counts as inactive or inconclusive. % is scaled to controls: 0 for no effect and ±100 for the full control effect. A portion of the library (hit frequency here may not be typical).

[1] COc1ccc(C(=O)NCc2ccc(C)cc2)cc1S(=O)(=O)N1CCOCC1
[2] C[C@@H]1CN([C@H](C)CO)C(=O)CCCn2cc(nn2)CO[C@H]1CN(C)C(=O)CCC(F)(F)F
[3] Nc1ccn([C@@H]2O[C@H](CNC(=O)[C@@H](Cc3cn(COCc4ccccc4)cn3)NC=O)[C@@H](O)[C@H]2O)c(=O)n1
[4] CC1C(=O)N(Cc2cn(CCC3OCCCO3)nn2)CCS(=O)(=O)N1Cc1ccc(-c2cccc(N(C)C)c2)cc1 (centres undefined)
[5] CCN1C(=O)[C@H]2[C@@H](c3ccc(OC)cc3)N[C@]3(CCCN(Cc4ccc(C(F)(F)F)cc4)C3=O)[C@H]2C1=O
[6] Nc1ccn([C@@H]2O[C@H](CNCc3cnc(N4CCOCC4)s3)[C@@H](O)[C@H]2O)c(=O)n1
[7] CN(CC(=O)Nc1ccc(F)c(F)c1F)C(=O)C1(c2ccccc2)CC1
[8] COc1ccc([C@H]2C[C@@H](O)[C@H](n3cc(COC(=O)c4ccccc4)nn3)CN2C(=O)C2CCCCC2)cc1
[9] CCCNC(=O)CSc1nnc(NC(=O)C2CC(=O)N(c3ccccc3OC)C2)s1 (centres undefined)
[10] Cc1ccc(OC(C)C(=O)N2CCc3ccccc32)c([N+](=O)[O-])n1 (centres undefined)
Compound	1	2	3	4	5	6	7	8	9	10
Pol eta inh	-2%	-3%	-7%	-4%	-5%	-6%	-10%	-14%	-6%	-10%
RXFP1 antag	2	15	0	-1	3	-2	-3	-11	6	7
PGK inhibitor	-4%	i	-10%	-5%	0%	-7%	-9%	-7%	-2%	-2%

Reformatted: entries from further up
No.	SMILES	Pol eta inh	RXFP1 antag	PGK inhibitor
4	CC1C(=O)N(Cc2cn(CCC3OCCCO3)nn2)CCS(=O)(=O)N1Cc1ccc(-c2cccc(N(C)C)c2)cc1 (centres undefined)	-4%	-1	-5%
3	Nc1ccn([C@@H]2O[C@H](CNC(=O)[C@@H](Cc3cn(COCc4ccccc4)cn3)NC=O)[C@@H](O)[C@H]2O)c(=O)n1	-7%	0	-10%
8	COc1ccc([C@H]2C[C@@H](O)[C@H](n3cc(COC(=O)c4ccccc4)nn3)CN2C(=O)C2CCCCC2)cc1	-14%	-11	-7%
2	C[C@@H]1CN([C@H](C)CO)C(=O)CCCn2cc(nn2)CO[C@H]1CN(C)C(=O)CCC(F)(F)F	-3%	15	i

Continued:
[11] CC(C)CC1NC(=O)c2cccnc2-n2c1nc1cc(F)ccc1c2=O (centres undefined)
[12] Cc1ccc(CN2CCC[C@]3(N[C@H](c4ccccc4)[C@@H]4C(=O)N(Cc5ccccc5)C(=O)[C@@H]43)C2=O)cc1
[13] COC(=O)[C@H]1C[C@H](OC(=O)NCc2ccc(OC)c(OC)c2)[C@@]2(O)CN(S(=O)(=O)c3ccc(C)cc3)CC2[C@H]1C(=O)OC (some centres undefined)
[14] COc1cc(OC)cc(C(=O)N2CCN(S(=O)(=O)c3ccc4c(c3)OCCO4)CC2)c1
[15] CC(=O)N1CCc2nc3ccccc3cc21
[16] NS(=O)(=O)c1ccc(N2C(=O)CCCC2=O)cc1
[17] CSc1ccc(CN2CCC(N3CCC(C(=O)NC4CC4)CC3)CC2)cc1
[18] CCc1ncc(C(O)c2ccc(Cl)cc2)n1Cc1ccccc1 (centres undefined)
[19] CSc1ncnc2c1ncn2CCCNCC1CCCO1 (centres undefined)
[20] CC(=O)Nc1sc(C)c(C)c1C(=O)OCC(=O)Nc1ccccc1C(F)(F)F
Compound	11	12	13	14	15	16	17	18	19	20
Pol eta inh	-2%	0%	-17%	-19%	-10%	-4%	1%	-3%	-10%	-19%
RXFP1 antag	6	10	-2	1	0	5	1	-9	-1	6
PGK inhibitor	-5%	-2%	-3%	-3%	-2%	-1%	0%	1%	-1%	i

[21] O=C(Cc1ccc(F)cc1)Nc1cc(S(=O)(=O)N2CCOCC2)ccc1N1CCCCC1
[22] CC(C)(C)OC(=O)N1CCc2onc(-c3ccc([N+](=O)[O-])cc3)c2C1=O
[23] C[C@H](CO)N1C[C@H](C)[C@H](CN(C)C(=O)CC2CC2)Oc2cc(Br)ccc2S1(=O)=O
[24] S=C1SCN(CCc2ccccc2)CN1CCc1ccccc1
[25] COc1cc(OC)c(C(=O)Nc2cc(S(=O)(=O)N3CCOCC3)ccc2N2CCOCC2)cc1OC
[26] CCCCCCN1C[C@H](O)[C@@H](n2cc(-c3ccc(F)cc3)nn2)C[C@@H]1c1ccccc1
[27] Cc1cccc(C)c1NC(=O)CNC(=O)CNC(=O)c1ccc2ccccc2c1
[28] CN(CCCn1cnc2c(OCc3ccccc3)ncnc21)Cc1ccco1
[29] COc1ccc([C@H]2C[C@@H](n3cc(-c4ccc(F)cc4)nn3)[C@H](O)CN2C(=O)c2cccs2)cc1
[30] COc1ccc(-c2c(N)cnc(C(=O)O)c2C)c(OCc2ccccc2)c1OC
Compound	21	22	23	24	25	26	27	28	29	30
Pol eta inh	-9%	-14%	-23%	-9%	-12%	-16%	-2%	1%	-13%	-6%
RXFP1 antag	6	17	4	-21	2	-4	3	-8	-6	-3
PGK inhibitor	-4%	-4%	-4%	3%	-4%	0%	1%	-2%	2%	0%

[31] COc1cc2nnn(-c3ccncc3)c2cc1OC
[32] CCCCN1C(=O)C(CC(=O)NCCCN(C)C)CC(C(=O)N(C)C)=C1C (centres undefined)
[33] C[C@H](CO)N1C[C@H](C)[C@H](CN(C)C(=O)c2ccc3ccn(C)c3c2)OCc2cnnn2CCCC1=O
[34] Cc1noc(C)c1NC(=O)N(C)C[C@H]1OCCCC[C@@H](C)Oc2ccc(NC(=O)c3ccccc3)cc2C(=O)N([C@H](C)CO)C[C@@H]1C
[35] N#Cc1ccccc1OCC(=O)NC1CCCCCC1
[36] CCN(CC)C(=O)C1=C(C)N(Cc2ccccc2)C(=O)C(CC(=O)NC2CC2)C1 (centres undefined)
[37] C[C@H](NC(=O)c1nc[nH]c1C(=O)NC[C@@H](C)O)c1ccccc1
[38] O=C(Nc1ccc(C(=O)N2CCCC2)cc1)c1cc(F)c(F)cc1Cl
[39] COc1ccc(C(CNC(=O)CSc2ccccc2)N2CCOCC2)cc1 (centres undefined)
[40] COCCN(C(=O)CSc1nnc(-c2ccc(F)cc2)n1N)c1c(N)n(CC(C)C)c(=O)[nH]c1=O
Compound	31	32	33	34	35	36	37	38	39	40
Pol eta inh	-7%	1%	-6%	5%	-6%	4%	-5%	-1%	-10%	-17%
RXFP1 antag	-4	10	6	1	11	3	5	-4	-3	4
PGK inhibitor	-5%	-2%	-2%	0%	-5%	-8%	3%	-4%	i	-5%

[41] O=C1[C@H]2[C@@H](c3ccccc3)N[C@]3(CCCN(Cc4ccco4)C3=O)[C@H]2C(=O)N1Cc1ccccc1
[42] CCOC(=O)CCCCCC(=O)Nc1ccc2c(c1)C(=O)N([C@@H](C)CO)C[C@@H](C)[C@H](CN(C)S(=O)(=O)c1cccs1)OCCCC[C@H](C)O2
[43] Cc1cc(C)n2[nH]c(=O)cc2n1
[44] CN1OC[C@@H]2CN(S(=O)(=O)c3cccc4ccccc34)[C@H](c3ccc(-c4cccnc4)cc3)C[C@@H]21
[45] CCN(CC)C(=O)C1=C(C)N(CCC2=CCCCC2)C(=O)C(CC(=O)NCCCCc2ccccc2)C1 (centres undefined)
[46] CCN(CC)S(=O)(=O)c1ccc(N2CCCC2)c(NC(=O)CSCc2c(C)noc2C)c1
[47] C=CCN1c2ccccc2Sc2cnccc21
[48] Cc1ccc(S(=O)(=O)N2C[C@@H](C)[C@]3(C2)[C@H](O)[C@H](OC(=O)Nc2c(C)noc2C)C[C@H]2C(=O)N(c4ccccc4)C(=O)[C@H]23)cc1
[49] C[C@H]1CN([C@@H](C)CO)C(=O)c2cc(-c3ccccc3F)cnc2O[C@H]1CN(C)C(=O)C1CCOCC1
[50] CC(C)(C)CCN1CCC(CN2CCNC2=S)CC1
Compound	41	42	43	44	45	46	47	48	49	50
Pol eta inh	0%	-27%	-9%	-16%	-18%	-3%	-6%	-19%	-2%	5%
RXFP1 antag	0	5	0	2	1	2	-6	2	-2	-3
PGK inhibitor	-1%	6%	-5%	-6%	-3%	-5%	-9%	-4%	0%	2%

[51] COCC(=O)N(C)[C@H]1C[C@H]2c3[nH]c4ccccc4c3CCN2C(=O)[C@H]1[C@H](C)O
[52] COC(=O)C1(C)NC(c2cccc(C)c2)C2C(=O)N(c3ccccc3)C(=O)C21 (centres undefined)
[53] O=C1NCCCN1C1OC(CO)C(O)C1O (centres undefined)
[54] Cc1ccccc1Oc1ccc2c(c1)[C@@H]1C[C@H](N(C)C(=O)c3cccnc3)[C@H]([C@H](C)O)C(=O)N1CC2
[55] C[C@H](CO)N1C[C@H](C)[C@H](CN(C)Cc2ccncc2)OCc2ccccc2-c2c(n(C)c3ccccc23)C1=O
[56] COc1ccc(CC(=O)Nc2cc(S(=O)(=O)N3CCCCC3)ccc2OC(C)C)cc1OC
[57] CCOC(=O)C1(CCOC)CCCCC1=O (centres undefined)
[58] Cc1noc(C)c1S(=O)(=O)Nc1ccc2c(c1)C(=O)N([C@@H](C)CO)C[C@@H](C)[C@@H](CN(C)CC1CCCCC1)OCCCC[C@@H](C)O2
[59] C[C@@H]1CN([C@@H](C)CO)C(=O)c2cc(Br)cnc2O[C@@H]1CN(C)C(=O)Nc1ccc(F)cc1
[60] COc1ccc(C(=O)C2CCCN(C(=O)c3csc(SC)n3)C2)cc1F (centres undefined)
Compound	51	52	53	54	55	56	57	58	59	60
Pol eta inh	-7%	2%	-9%	-19%	-4%	-7%	-19%	-8%	-10%	2%
RXFP1 antag	1	4	5	-3	4	1	11	-7	6	2
PGK inhibitor	i	-4%	-2%	-6%	i	1%	-1%	5%	-1%	10%

[61] O=[N+]([O-])C1C(c2ccccc2)C12c1ccccc1-c1ccccc12 (centres undefined)
[62] Oc1ccccc1C=NNC(=S)NC1CC2C=CC1C2 (centres undefined)
[63] Cc1cc2c(cc1C)NC(=O)C(C)CN2 (centres undefined)
[64] COc1ccc([C@H]2N[C@]3(CCCN(Cc4ccc(C(F)(F)F)cc4)C3=O)[C@H]3C(=O)N(C)C(=O)[C@@H]23)cc1
[65] CN(C)CCOc1ccc2c(c1)C(=O)C(=Cc1ncc([N+](=O)[O-])n1C)C2
[66] CCCCCC(=O)N1C[C@H](O)[C@@H](n2cc(-c3ccc(F)cc3)nn2)C[C@@H]1c1ccc(OC)cc1
[67] O=C(C1CC=CCC1)N1CCCCCC1 (centres undefined)
[68] O=C(NCc1ccncc1)C(=O)NCC1OCCN1S(=O)(=O)c1ccccc1 (centres undefined)
[69] COc1ccc(CNC(=O)c2ccc(Cl)c(S(=O)(=O)N3CCCCCC3)c2)cc1
[70] O=C(O)Cn1c2ccccc2c2nc3ccccc3nc21
Compound	61	62	63	64	65	66	67	68	69	70
Pol eta inh	-8%	-16%	-3%	7%	-7%	-20%	-14%	-6%	-16%	-8%
RXFP1 antag	0	16	-2	9	-7	6	3	2	2	8
PGK inhibitor	8%	2%	-7%	-5%	-4%	i	-5%	2%	-11%	i

[71] C[C@@H]1Cn2cnc(C(=O)Nc3cccc(Cl)c3)c2C(=O)N1
[72] COc1ccc(CC(=O)Nc2ccccc2C(F)(F)F)cc1S(=O)(=O)N1CCOCC1
[73] CC1CC(NC(=S)N(C)C)CC(C)(C)C1 (centres undefined)
[74] C[C@@H]1CN([C@H](C)CO)C(=O)CCCn2nncc2CO[C@H]1CN(C)Cc1ccc2cccnc2c1
[75] C[C@H]1CN([C@@H](C)CO)C(=O)c2cc(C#CC3CCCC3)cnc2O[C@H]1CN(C)C(=O)Cc1ccccn1
[76] CCN(CC)C(=O)C1=C(C)N(CCCOC)C(=O)C(CC(=O)NCCc2ccccn2)C1 (centres undefined)
[77] COc1ccc([C@H]2C[C@H](n3cc(COC(=O)c4ccccc4)nn3)[C@@H](O)CN2C(=O)c2cccs2)cc1
[78] COc1ccc(NC(=O)N(C)C[C@@H]2OCc3cnnn3CCCC(=O)N([C@H](C)CO)C[C@@H]2C)cc1
[79] COc1ccccc1C(=Cc1ccc([N+](=O)[O-])cc1)C(=O)O
[80] O=C(O)CN1C(=O)/C(=C\c2ccccc2OCc2ccccc2)SC1=S
Compound	71	72	73	74	75	76	77	78	79	80
Pol eta inh	-12%	-8%	-11%	-4%	0%	0%	-15%	-3%	-4%	79µM*
RXFP1 antag	1	6	4	-2	-13	7	-3	5	4	6
PGK inhibitor	-1%	i	i	7%	7%	0%	-2%	-5%	i	-2%
